Screening data (PubChem BioAssay)
Hep lipid drop: inhibitors of hepatocyte lipid droplet formation, primary screen, imaging, high-throughput imaging, BODIPY stain; hit rate 0.4% among 240,000; inhibition, % at 6.5 µM; AML12 mouse hepatocytes, oleate lipid droplets;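 active = lipid droplet intensity inhibited by at least 50%, with more than 500 cells counted; inconclusive = wells with under 300 cells, treated as cytotoxic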
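Material – mouse AML12 hepatocyte cell line, fixed after treatment · Compound dosing – one dose, 6.5 µM compound · Times – compound with oleate, overnight · Measured by – Image-based BODIPY and DAPI two-channel analysis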
Myeloid diff 2: induction of myeloid progenitor differentiation, primary screen, cell-based, flow cytometry, MLPCN library; ER-HoxA9 myeloid progenitors, lysozyme-GFP differentiation; calls only at 10 µM; hit rate 1% among 360,000; AID 624256, 2012;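 active = normalized GFP-positive differentiation at or above the plate's own cutoff, the solvent-only control mean plus 3 SD; inconclusive = no clear call, values can overlap the other calls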;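 note: cells exposed to compound for four days before flow analysis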
K1F lysis inhibition: inhibition of K1F phage lysis, E. coli UTI89, bacterial capsule biogenesis inhibitors, alamar blue (AID 488966); inhibition, % at 100 µM, or IC50 in µM where a hit was titrated; E. coli UTI89 K1F phage lysis, alamar blue, 2 h; higher % means a stronger effect; hit rate 0.02% among 340,000;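 active = phage lysis inhibition, versus mean bacterial control, above a set limit; inconclusive = no clear call, values can overlap the other calls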;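 note: capsule biogenesis inhibitors block K1F phage lysis so surviving cells raise fluorescence; higher fluorescence means more inhibition of phage lysis; actives were called in the ten point dose series up to 300 µM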
Hep lipid drop cells 6.5 µM: also measured in Hep lipid drop; calls as there; cell count; measured here: cell count, cytotoxicity flag;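 cells counted across two imaged fields per well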
Myeloid diff 2 GFP+ MAC1+ %: further read-out of Myeloid diff 2, marked with its call; GFP+ MAC1+ double positive, %; measured here: differentiation confirmed by MAC1 staining
* = called active by the depositor; i = inactive; ? = inconclusive; nt = no result given; + = active, no number; & = joins results of further samples; [ ] = dose if it differs, or a comment. A portion of the library; rates above refer to the full screens.

Sample of the layout:
SMILES | Hep lipid drop | Hep lipid drop cells 6.5 µM | Myeloid diff 2 | Myeloid diff 2 GFP+ MAC1+ % | K1F lysis inhibition
O=[N+]([O-])c1cc(C(F)(F)F)ccc1NC1CCN(Cc2ccccc2)C1 (stereo unspecified) | -14 | 700 | i | 1.0 | -0.5%
Cc1ccc2oc(C(=O)Nc3ccc(S(=O)(=O)Nc4ncccn4)cc3)c(C)c2c1 | -7 | 891 | i | 0.6 | 0.7%[50 µM]
COCCNC(=O)Cn1c(=O)n(CCCC(=O)NCc2ccc3c(c2)OCO3)c(=O)c2sccc21 | -5 | 784 | i | 0.7 | -0.2%
CC(=O)Nc1ccc(S(=O)(=O)NCCC(=O)Nc2ccc(C)c(F)c2)cc1 | -6 | 751 | i | 1.4 | 0.0%
Cc1c(O)ccc(C(=O)CN2CCN(c3ccccc3)CC2)c1O | 2 | 769 | i | 2.6 | 0.4%
COc1ccc(-n2c(C)nnc2SCC(=O)N2CCOCC2)cc1 | -3 | 837 | i | 0.4 | 0.1%

The whole of this part, repeating the preview:
SMILES | Hep lipid drop | Hep lipid drop cells 6.5 µM | Myeloid diff 2 | Myeloid diff 2 GFP+ MAC1+ % | K1F lysis inhibition
O=[N+]([O-])c1cc(C(F)(F)F)ccc1NC1CCN(Cc2ccccc2)C1 (stereo unspecified) | -14 | 700 | i | 1.0 | -0.5%
Cc1ccc2oc(C(=O)Nc3ccc(S(=O)(=O)Nc4ncccn4)cc3)c(C)c2c1 | -7 | 891 | i | 0.6 | 0.7%[50 µM]
COCCNC(=O)Cn1c(=O)n(CCCC(=O)NCc2ccc3c(c2)OCO3)c(=O)c2sccc21 | -5 | 784 | i | 0.7 | -0.2%
CC(=O)Nc1ccc(S(=O)(=O)NCCC(=O)Nc2ccc(C)c(F)c2)cc1 | -6 | 751 | i | 1.4 | 0.0%
Cc1c(O)ccc(C(=O)CN2CCN(c3ccccc3)CC2)c1O | 2 | 769 | i | 2.6 | 0.4%
COc1ccc(-n2c(C)nnc2SCC(=O)N2CCOCC2)cc1 | -3 | 837 | i | 0.4 | 0.1%
N#Cc1c(SCC(=O)Nc2ccccc2C(F)(F)F)sc2c(O)cc(=O)[nH]c12 | -16 | 734 | i | 1.1 | 0.5%
CCCC(=O)Nc1ccc(S(=O)(=O)Nc2cc(OC)nc(OC)n2)cc1 | 19 | 826 | i | 0.8 | 0.0%
Cc1cc(NC(=O)C2CC(=O)N(c3ccccc3Cl)C2)no1 (stereo unspecified) | 45 | 785 | i | 0.8 | 0.4%
O=C(N/N=C/c1ccc(C(F)(F)F)cc1)c1ccncc1 | 3 | 759 | i | 0.1 | -0.1%
COc1ccc(Nc2nc(NN)nc(Nc3ccc(OC)cc3)n2)cc1 | 0 | 791 | i | 0.3 | 0.3%
CCOc1ccc(S(=O)(=O)NCCC(=O)Nc2ncccc2C)cc1 | -2 | 836 | i | 1.1 | -0.5%
O=C(Nc1ccnn1C1CCN(C/C=C/c2ccccc2)CC1)c1ccccc1 | 20 | 798 | i | 1.1 | -0.7%
CC(=O)Nc1ccc(NC(=O)c2ccc(COc3ccc(C)cc3)o2)cc1 | -2 | 843 | i | 0.2 | -1.4%
COc1ccc(/C=C2\SC(=S)N(CCC(=O)Nc3cccc(C(=O)O)c3)C2=O)cc1 | 7 | 811 | i | 0.5 | -0.6%
CCC(C)NC(=O)CSc1n[nH]c(=O)n1CCc1ccccc1 (stereo unspecified) | 8 | 807 | i | 0.9 | 1.2%
Cc1ccc(CCC(=O)Nc2ccc(N(C)C)cc2)o1 | -15 | 815 | i | 0.9 | -0.4%
Cc1cc(C(=O)O)cc(S(=O)(=O)Nc2ccccc2C(=O)NC(C)c2ccccc2)c1C (stereo unspecified) | 7 | 885 | i | 1.0 | 0.0%
CC1CN(Cc2ccccc2)c2nc3c(c(=O)n(CC(=O)O)c(=O)n3C)n2C1 (stereo unspecified) | -1 | 829 | i | 0.5 | -0.1%
Cc1ccc(S(=O)(=O)N(CC(=O)NCc2cccnc2)c2ccc(F)cc2)cc1 | -6 | 747 | i | 5.4 | 0.3%
FC(F)(F)c1cccc(-n2cc(-c3ccccc3)[nH]c2=S)c1 | 10 | 800 | i | 0.5 | 0.5%
COc1ccc(NC(=O)CCCCCN2C(=O)[C@@H]3Cc4ccccc4CN3C2=O)cc1Cl | 17 | 641 | i | 0.8 | 0.2%
Cc1cc(C(=O)NC2CCC(C)CC2)c(C)o1 (stereo unspecified) | 0 | 834 | i | 1.6 | 2.0%[50 µM]
COCCn1cnc2c1c(=O)n(CC(=O)NC(=O)NC(C)(C)C)c(=O)n2Cc1ccccc1 | 3 | 743 | i | 0.2 | -0.5%[50 µM]
Cc1ccc(O)c(NC(=O)c2ccc3c(c2)C(=O)N(Cc2cccnc2)C3=O)c1 | -1 | 861 | + | 6.2* | 0.7%[50 µM]
Cc1cc(C)c2nc(NC(=O)c3ccco3)sc2c1 | -38 | 709 | i | 1.6 | 0.1%
COc1ccc(C(C)=O)cc1CC(=O)Nc1ccc2c(c1)CCC2 | -23 | 735 | i | 0.7 | 0.4%
CCC(=O)Nc1c2c(nn1-c1ccc(C)cc1)CS(=O)(=O)C2 | 57* | 736* | i | 1.5 | 0.3%
Cc1nc2ccc([N+](=O)[O-])cc2c(=O)n1Cc1ccc(Cl)cc1 | -2 | 818 | i | 0.5 | 0.7%
NC(=O)c1ccccc1NC(=O)c1ccoc1 | 0 | 837 | i | 6.2 | 0.4%

Only Myeloid diff 2 GFP+ MAC1+ % and K1F lysis inhibition, for 2 of the compounds above:
Compound,Myeloid diff 2 GFP+ MAC1+ %,K1F lysis inhibition
Cc1cc(C(=O)NC2CCC(C)CC2)c(C)o1 (stereo unspecified),1.6,2.0%[50 µM]
COc1ccc(C(C)=O)cc1CC(=O)Nc1ccc2c(c1)CCC2,0.7,0.4%

New compounds follow
SMILES | Hep lipid drop | Hep lipid drop cells 6.5 µM | Myeloid diff 2 | Myeloid diff 2 GFP+ MAC1+ % | K1F lysis inhibition
CCOC(=O)N1CCN(CC(O)COc2ccc(C(C)C)c(C)c2)CC1 (stereo unspecified) | -3 | 832 | i | 1.2 | 0.1%
COc1ccc(-c2ocnc2C(=O)Nc2ccc(N3CCOCC3)cc2N2CCOCC2)cc1OC | 0 | 781 | i | 0.6 | 0.0%
COc1cccc(CN2CCN(CCCc3ccccc3)C(CCO)C2)c1OC (stereo unspecified) | -4 | 795 | i | 1.0 | 0.4%
O=C(NCCOc1ccc(F)cc1)C1CCC(=O)N(CC2CCCCC2)C1 (stereo unspecified) | -19 | 622 | i | 0.0 | 0.2%
CC(=O)N1c2ccc(S(=O)(=O)N3CCC(C(=O)NC4CCCC(C)C4C)CC3)cc2CC1C (stereo unspecified) | 0 | 710 | i | 2.5 | -0.3%
Cc1cc(C(=O)NCC2CCCCC2)ccc1[N+](=O)[O-] | -9 | 756 | i | 1.0 | 0.1%
COc1ccccc1N1CCN(C(=S)Nc2ccccc2)CC1 | 7 | 798 | i | 0.6&0.7 | 0.4%
CCOc1ccccc1N1CCN(C(=O)c2ccc(OCC(=O)N3CCOCC3)c(OC)c2)CC1 | -4 | 804 | i | 0.6 | 1.2%[50 µM]
COc1ccc(NS(=O)(=O)c2ccc(NC(=S)NCC3CCCO3)cc2)cc1 (stereo unspecified) | 84* | 695* | i | 2.5 | -0.1%
CCN1CCc2c(sc(NC(=O)c3ccc(C(=O)c4ccccc4)cc3)c2C(N)=O)C1 | -5 | 861 | i | 0.6 | -0.6%
CCC1CCCCN1CCCNC(=O)C1CCC(CNS(=O)(=O)c2c(C)cc(C)cc2C)CC1 (stereo unspecified) | 8 | 638 | i | 0.0 | -0.1%
Cc1cc(C)c(S(=O)(=O)N2CCCC(C(=O)NCc3ccccn3)C2)c(C)c1 (stereo unspecified) | -23 | 790 | i | 0.7 | -0.2%
COCCCn1c(=O)c2sccc2n2c(CCCC(=O)N3CCN(c4ccccn4)CC3)nnc12 | 27 | 730 | i | 0.6 | 0.1%
Cc1ccc(-c2nnc(Nc3ccc(C(=O)N(C)C)cc3)c3ccccc23)cc1S(N)(=O)=O | -3 | 845 | i | 0.3 | 0.1%
COc1ccccc1N1CCN(C2CCCN(C(=O)CCc3cnccn3)C2)CC1 (stereo unspecified) | 4 | 642 | i | 1.9 | 0.0%
O=c1c2cn(Cc3ccccc3)c3ccccc3c-2nn1Cc1ccc(F)cc1Cl | -2 | 756 | i | 0.1 | 0.2%
CCOc1ccc(OCC)c(NC(=O)CCNS(=O)(=O)c2cc(Br)cnc2N)c1 | 1 | 726 | i | 1.1 | 0.0%
O=C(N=C1SC2CS(=O)(=O)CC2N1CCc1ccccc1)C1CCCCC1 (stereo unspecified) | 8 | 733 | i | 2.4 | 0.4%
Cc1nc(N2CCN(c3ccccn3)CC2)c2c(C)c(C(=O)N3CCN(c4ccccc4F)CC3)sc2n1 | 1 | 823 | i | 1.4 | 0.7%
CCN(C(=O)C1CCN(c2nc(-c3ccc(OC)cc3)no2)CC1)c1ccccc1 | -1 | 772 | i | 3.3 | -0.5%
COc1ccccc1C(=O)NN(C)C1=NS(=O)(=O)c2ccccc21 | 16 | 793 | i | 0.8 | 0.1%
CCN(CC)CCCN(C(=O)c1ccc(Br)cc1)c1nc(-c2ccc(OC)cc2)cs1 | 0 | 763 | i | 0.5 | 0.0%
COc1ccc(Cc2nc3ccc(C(=O)NCc4cc(C)no4)cc3o2)cc1 | 9 | 857 | i | 3.9 | 0.0%
Cc1cccc([C@@H]2[C@@H]3C(=O)N(Cc4ccccc4)C(=O)[C@@H]3[C@]3(C)C(=O)N(c4ccc(Br)cc4)C(=O)N23)c1 | -12 | 775 | i | 1.6 | 1.1%
O=C(O)C1CCCN1C(=O)C12CC3CC(CC(C3)C1)C2 (stereo unspecified) | 1 | 762 | i | 0.6 | 0.1%
CC(C(=O)N1CCc2ccccc21)N1CCN(c2cccc(C(F)(F)F)c2)CC1 (stereo unspecified) | -25 | 769 | + | 1.4* | 0.9%
COc1cccc(N2CCN(C(=O)CCc3nnc4ccc(N5CCOCC5)nn34)CC2)c1 | 12 | 773 | i | 0.8 | 0.0%
COc1ncccc1C(=O)N1CCCC(N2CCN(c3cccc(Cl)c3)CC2)C1 (stereo unspecified) | -9 | 716 | i | 12 | -0.3%[50 µM]
COc1cccc(CN2CC(C(=O)N(C)CCc3ccccc3)CCC2=O)c1 (stereo unspecified) | -2 | 727 | i | 0.5 | 0.2%
CCn1cc(C(=O)N[C@H](C(=O)NCCO)C(C)C)c(=O)c2cc3c(cc21)OCO3 | 17 | 715 | i | 0.6 | 0.2%
COc1ccccc1NC(=O)C1CCN(C(=O)NCc2ccccc2)CC1 | 51* | 698* | i | 1.2 | 0.8%
CCOC(=O)CCNC(=O)N1CCCC(N(C)CCc2ccccc2)C1 (stereo unspecified) | -2 | 804 | i | 0.1 | 0.7%
COC(=O)c1ccc(NC(=O)c2cc[n+](Cc3ccccc3)cc2)cc1 | 2 | 811 | i | 0.9 | -1.3%
O=S(=O)(c1ccc(F)cc1)N1CCc2ccccc2C1 | 18 | 853 | i | 0.8 | 7.7%
Cc1cccc(OCc2nnc(SCCC(=O)O)n2-c2ccccc2)c1 | -28 | 787 | i | 0.5 | 0.4%
COCCN1CCN(C(=O)c2cc(COc3ccc(F)cc3F)on2)CC1 | 7 | 836 | i | 1.7 | -0.6%[50 µM]
CC(NC(=O)COC(=O)c1cccs1)c1ccccc1 (stereo unspecified) | -4 | 800 | ? | nt | 0.4%
CC(C)(C)CN1CCN(CCCc2ccccc2)C(CCO)C1 (stereo unspecified) | 11 | 798 | i | 0.8 | 0.0%
CCN(CC)CCN(C(=O)c1ccc2ccccc2c1)c1nc2ccc(F)cc2s1 | 11 | 763 | i | 0.0 | 0.6%
COC(CNC(=O)c1ccc2c(c1)ncn2C1CCCCCC1)OC | 12 | 667 | i | 0.7 | 0.1%
COC(=O)CCCC(=O)N1CCC(CCC(=O)NC2CC2)CC1 | -4 | 812 | i | 2.1 | 0.2%
O=C(Nc1ccccc1Cl)C1CCCN(S(=O)(=O)c2cccc3cccnc23)C1 (stereo unspecified) | 17 | 730 | ? | nt | 0.2%
COc1ccc(C(=O)Nc2ccc(S(=O)(=O)Nc3nccc(C)n3)cc2)cc1[N+](=O)[O-] | -9 | 820 | i | 0.5 | -0.2%
CCOc1cc(NC(=O)c2ccccc2OC)c(OCC)cc1NC(=O)c1ccccc1 | -11 | 789 | i | 0.3 | 1.3%
CCOC(=O)C1CCCN(S(=O)(=O)c2ccc3c4c2CC(=O)N4CC(C)S3)C1 (stereo unspecified) | -9 | 760 | i | 3.7 | 0.8%
CCOc1ccc(NC(=O)CC(Cc2cc(C)cc(C)c2)C(=O)O)cc1 (stereo unspecified) | -1 | 825 | i | 0.3 | -0.2%[50 µM]
O=C(O)CN1C(=O)C(=O)N(Cc2c(F)cccc2Cl)C1=O | -1 | 416 | i | 0.0 | 0.2%
O=C(CN1C(=O)S/C(=C/c2cccn2-c2ccc(O)cc2)C1=O)N1CCCC1 | 9 | 809 | i | 5.1 | -0.5%
